Screening data deposited in PubChem by several laboratories.
Keap1 Nrf2 FP = Keap1-Nrf2 (human) interaction inhibition. Keap1 Kelch-Nrf2 peptide fluorescence polarization, 1536-well. inhibition, % at 9.4 µM. 0.15% of 340,000 active. AID 504523; in the data active = inhibition above about 12%;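 also: human Keap1 Kelch domain with fluorescein labeled Nrf2 9mer peptide probe; 0% = neutral control wells and 100% = peptide positive control; higher means more block of Keap1 binding to Nrf2 peptide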
Target sequence (Q14145 whole entry, looked up, the tested form may be a part): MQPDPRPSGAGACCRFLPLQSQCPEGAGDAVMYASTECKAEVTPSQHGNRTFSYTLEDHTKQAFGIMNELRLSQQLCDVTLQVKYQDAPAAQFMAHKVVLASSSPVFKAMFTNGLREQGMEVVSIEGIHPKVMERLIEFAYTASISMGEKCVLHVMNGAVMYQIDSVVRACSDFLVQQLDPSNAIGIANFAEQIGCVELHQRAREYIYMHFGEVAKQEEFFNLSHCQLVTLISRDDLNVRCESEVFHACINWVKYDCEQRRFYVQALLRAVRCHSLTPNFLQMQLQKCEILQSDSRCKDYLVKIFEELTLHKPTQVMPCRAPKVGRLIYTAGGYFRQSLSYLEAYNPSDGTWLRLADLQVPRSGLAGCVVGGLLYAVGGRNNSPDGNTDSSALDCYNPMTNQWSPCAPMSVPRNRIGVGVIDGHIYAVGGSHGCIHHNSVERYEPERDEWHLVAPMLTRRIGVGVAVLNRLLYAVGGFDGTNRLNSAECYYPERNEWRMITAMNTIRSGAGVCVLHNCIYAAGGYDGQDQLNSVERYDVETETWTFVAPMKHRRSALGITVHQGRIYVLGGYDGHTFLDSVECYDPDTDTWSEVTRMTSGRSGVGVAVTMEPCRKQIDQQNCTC
CDK5 inh = CDK5/p35 (human) kinase inhibition | Recombinant CDK5/p35, ADP-Glo luminescence, 60 min | AID 488839 | Q00535+Q15078 | 0.01% of 330,000 active | inhibition, % at 10 µM;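 active = highest replicate inhibition of at least 50% and at least 75% of replicates reaching 50%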;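 also: plate controls were DMSO neutral control for no effect and GW8510 at 10 µM for full effect; many of its hits are not listed in these tables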
Cardiac RTF inh = cardiac RTF calcium desensitization. IANBD-labeled cardiac RTF, Ca2+ fluorescence. 0.12% of 340,000 active. AID 493244. P19429+P45379. inhibition, % at 7.15 µM;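 active = inhibition above the mean inhibition of all tested compounds plus 3 SD, cut at about 17% in these data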;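 also: assay run at fixed EC70 calcium of 1.6 mM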
SUMO Mot1 rescue = SUMOylation pathway inhibition by Mot1-301 growth rescue. S. cerevisiae Mot1-301 growth rescue, ATP luminescence, 38.5C; percent above DMSO median, 100 means doubled. growth rescue, % at 18.8 µM. 1% of 320,000 active;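 active = every valid replicate shows activation above 250% relative to neutral control wells; inactive = the rest, any valid replicate at or below 250%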;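 also: OY570 slx delta 5 strain wells were the positive control but not used for scaling; some compounds called inactive have numbers as strong as hits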
dFosB activator = activators of mouse delta FosB homodimer. P13346. purified delta FosB, TAMRA-CDK5 oligo fluorescence polarization; percent of positive-control signal above neutral wells. activation, % at 25 µM. 0.99% of 340,000 active;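 active = mean activation above about 17%, with every replicate also reaching it, limit read from the data, passing the limit was not always enough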;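 also: fluorescence polarization rise as delta FosB binds a TAMRA Cdk5 AP-1 oligo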
Target sequence (P13346 whole entry, looked up): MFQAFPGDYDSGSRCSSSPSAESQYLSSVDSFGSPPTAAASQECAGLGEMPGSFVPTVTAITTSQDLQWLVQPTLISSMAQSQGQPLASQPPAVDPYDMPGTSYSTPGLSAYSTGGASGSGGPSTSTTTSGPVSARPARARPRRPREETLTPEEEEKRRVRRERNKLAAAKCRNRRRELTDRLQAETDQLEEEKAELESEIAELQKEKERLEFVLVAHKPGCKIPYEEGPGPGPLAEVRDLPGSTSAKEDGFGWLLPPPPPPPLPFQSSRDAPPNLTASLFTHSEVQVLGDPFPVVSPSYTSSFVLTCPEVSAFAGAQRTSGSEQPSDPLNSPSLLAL
PvdQ inh = P. aeruginosa PvdQ acylase inhibition; 0.063% of 340,000 active; inhibition, % at 10 µM; purified PvdQ acylase, fluorescence plate reader; in the data active = inhibition above about 30%, passing the limit was not always enough;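 also: 0% = vehicle neutral wells and 100% = reference inhibitor wells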
NSD2 inh = inhibitors of human histone methyltransferase NSD2; 0.54% of 310,000 active; NSD2 peptide methylation, AlphaScreen, 120 min; AID 743445; inhibition, % at 12.5 µM; in the data active = inhibition above about 50%
Rtt109 HAT inh = blocks Candida albicans Rtt109/Vps75 acetyltransferase activity; Q5AAJ8; purified Rtt109/Vps75, ThioGlo CoA-SH fluorescence, 4 h; inhibition, % at 34.9 µM; 0.16% of 330,000 active;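 active = inhibition of at least 50% in every replicate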
LANA DNA inh = blocks KSHV LANA C-terminal domain binding to DNA. MBP-C-LANA/FAM-LBS DNA binding, fluorescence polarization. inhibition, % at 9 µM. 0.078% of 340,000 active;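 active = highest replicate inhibition at or above 60% at 9 µM, even if other replicates fall short; inactive = all replicates below 60% inhibition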;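 also: 0% = neutral control wells and 100% = 4 µM acridine orange control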
RTF Ca sens act = cardiac RTF calcium sensitization. AID 493008. 0.24% of 340,000 active. P19429+P45379. IANBD-labeled TnC RTF fluorescence at EC20 calcium; 0% EC20 calcium, 100% full calcium. activation, % at 7.2 µM;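 active = activation above the mean over all tested compounds plus 3 SD, cut at about 30% in these data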;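 also: rise in fluorescence read as greater calcium sensitivity of cardiac thin filaments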
PfHsp90 yeast 2 = inhibits growth of yeast expressing Plasmodium falciparum Hsp90. S. cerevisiae expressing PfHsp90, BacTiter-Glo ATP, 48 h; yeast lacking PDR1 and PDR3 efflux regulators. inhibition, % at 9.4 µM. 0.32% of 310,000 active. AID 504621;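 active = every replicate shows inhibition above about 80%, whatever the replicate mean, limit read from the data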;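 also: 0% = DMSO neutral controls and 100% = 20 µM radicicol positive controls; yeast relying on Plasmodium falciparum Hsp90 in place of its own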
* = called active by the depositor; . = no result given.

SMILES | Keap1 Nrf2 FP | CDK5 inh | Cardiac RTF inh | SUMO Mot1 rescue | dFosB activator | PvdQ inh | NSD2 inh | Rtt109 HAT inh | LANA DNA inh | RTF Ca sens act | PfHsp90 yeast 2
Cc1cc(NC(=O)CSCC(=O)N2CCN(c3cccc(C)c3C)CC2)no1 | 2 | -1.2 | -3 | 10 | -3 | 2 | 1 | 15 | -0.4 | 2 | 3
Cc1ccc(Cn2c(=O)n(-c3ccccc3)c(=O)c3ccc(C(=O)NCc4ccco4)cc32)cc1 | -6 | 1.0 | 0 | 314 | 26* | 12 | . | 11 | 0.0 | 3 | -3
N#Cc1nc(COc2ccc(F)cc2)oc1NCCN1CCOCC1 | 2 | -1.2 | -2 | 5 | -3 | -1 | 1 | 22 | -0.3 | -5 | 13
CNc1ccc(Br)cc(C(=O)/C=C/c2cc(OC)ccc2OC)c1=O | -16 | -4.6 | -11 | -13 | -7 | -15 | 12 | 2 | 0.1 | 5 | -14
CCN(C(=O)COc1ncnc2ccc(Br)cc12)C1CCS(=O)(=O)C1 (centres undefined) | -1 | -0.8 | -2 | 10 | -5 | -10 | 3 | -13 | 0.4 | -4 | .
COc1ccc(S(=O)(=O)N2CCN(C(=O)c3ccco3)CC2)c(C)c1C | -1 | 1.4 | -5 | 16 | -3 | -17 | 1 | -5 | -13 | 6 | 3
COc1ccc(-c2nnc(SCC(=O)NCCC(C)C)nc2-c2ccc(OC)c(OC)c2)cc1OC | 3 | -0.5 | 1 | -2 | -16 | -11 | 3 | 9 | -1.8 | 5 | 2
Cc1ccc(NS(=O)(=O)c2ccc(-c3csc(C)n3)s2)c(C)c1 | -2 | 0.2 | 5 | 245 | -3 | -10 | -1 | -5 | 0.0 | -7 | -5
CN1CCN(C(=O)C2=C[C@@H](c3coc4ccccc4c3=O)C[C@@H](OCCCCO)O2)CC1 | 3 | -0.4 | 0 | -2 | -2 | 3 | . | -3 | 0.0 | 4 | -7
COc1ccc(NS(=O)(=O)c2ccc(NC(=O)c3ccccn3)cc2)cc1 | 2 | -1.2 | 1 | -4 | -10 | -11 | 3 | 2 | -0.5 | -2 | -13
NC(=O)c1cc[n+](CC(=O)NC(=O)Nc2ccccc2)cc1 | 1 | 0.7 | -7 | -6 | 5 | -16 | -2 | 5 | 0.7 | 0 | -2
NS(=O)(=O)c1ccc(Nc2nc(-c3ccc4ccccc4c3)cs2)cc1 | 0 | 1.5 | -1 | -1 | 6 | -6 | 1 | -4 | -0.9 | -4 | 14
O=C(Nc1ccccc1)C1CC(O)CN1S(=O)(=O)c1ccc([N+](=O)[O-])cc1 (centres undefined) | 0 | 5.2 | -10 | -9 | -9 | 12 | 7 | 38 | -0.8 | -3 | 6
Cc1ccc2nc(/C(C#N)=C/c3ccc(-c4cccc([N+](=O)[O-])c4)o3)[nH]c2c1 | -7 | -6.0 | -7 | -9 | -3 | -15 | 0 | 1 | 0.5 | -1 | 1
Cc1cccc(NC(=S)NCC(C)CSc2ccc(Cl)cc2)c1 (centres undefined) | 1 | -0.4 | -10 | -28 | -16 | -2 | 0 | 0 | 0.4 | 1 | -82
CC(=O)Nc1nnc(SCC(=O)NC2CCCC2)s1 | 4 | -0.5 | -12 | 2 | -11 | -8 | 0 | -3 | -1.1 | -5 | -17
CCOC(CCNC(=O)c1cn(CCOC)c(=O)c2c1c1ccccc1n2C)OCC | 3 | 0.4 | -3 | -23 | -7 | -5 | . | -4 | 0.1 | -2 | 7
Cc1cc(C)nc(N2CCCC(C(=O)NC(C)CCc3ccco3)C2)n1 (centres undefined) | -2 | 3.7 | -6 | -11 | 3 | -2 | -18 | -4 | -2.1 | 3 | 24
O=C(c1ccncc1)N(c1ccc2oc3c(c2c1)CCCC3)S(=O)(=O)c1ccc(F)cc1 | 3 | 1.3 | -9 | 3 | 3 | -9 | . | -4 | 2.2 | 0 | -1
CC(C)Nc1nc(NC(C)C)nc(N(C#N)CCOc2ccc(Cl)cc2Cl)n1 | 3 | 1.7 | 3 | -6 | -8 | 1 | -1 | 1 | 2.1 | 3 | -23
Cc1ccc(N(C(=O)Cn2nnc(-c3ccccc3)n2)C(C(=O)NC2CCCCC2)c2ccccn2)cc1C (centres undefined) | -7 | 2.4 | -2 | -3 | 2 | 0 | 0 | -2 | -1.2 | 1 | 17
Cc1cc(NC(=O)CSc2nnc(C3COc4ccccc4O3)n2C)no1 (centres undefined) | 1 | -3.3 | -1 | -22 | -2 | -6 | -3 | -1 | -2.7 | -3 | .
N#C/C(=C/c1cccc([N+](=O)[O-])c1)c1nnc2n1CCCCC2 | 0 | 0.3 | 12 | 44 | 0 | 5 | 30 | 22 | -1.2 | 8 | 17
O=C(CCCCn1c(=O)c2ccccc2n(Cc2ccccc2F)c1=O)NC1CCN(Cc2ccccc2)CC1 | 0 | 1.2 | -6 | 0 | -4 | -11 | 1 | 2 | 0.9 | -2 | 8
Cc1oc(CC(C)C)cc1C(=O)Nc1cccc2ccccc12 | -7 | -1.9 | 2 | 228 | -3 | -6 | -3 | -1 | -0.1 | -7 | -33

dFosB activator, hit marks shown above
Molecule	Keap1 Nrf2 FP	CDK5 inh	SUMO Mot1 rescue	dFosB activator	PvdQ inh	NSD2 inh	Rtt109 HAT inh	LANA DNA inh	PfHsp90 yeast 2
Cc1ccc(Cn2c(=O)n(-c3ccccc3)c(=O)c3ccc(C(=O)NCc4ccco4)cc32)cc1	-6	1.0	314	26*	12	.	11	0.0	-3

Going on with the list:
SMILES | Keap1 Nrf2 FP | CDK5 inh | Cardiac RTF inh | SUMO Mot1 rescue | dFosB activator | PvdQ inh | NSD2 inh | Rtt109 HAT inh | LANA DNA inh | RTF Ca sens act | PfHsp90 yeast 2
C/C(=N\NC(=O)c1ccc(CN2CCc3ccccc3C2)cc1)c1ccccc1O | 5 | 0.5 | -4 | -7 | 15 | -7 | -3 | -6 | 0.1 | -3 | 21
O=C(CNC(=O)c1ccccc1F)N/N=C/c1cc(Br)ccc1OCc1ccccc1 | 1 | -0.4 | 1 | -1 | -8 | 3 | 0 | -3 | -0.9 | -4 | 3
COc1ccc(/C=C(/NC(=O)c2ccco2)C(=O)N2CCCCCC2)cc1OC | -2 | -0.8 | -1 | 7 | 1 | 4 | 2 | -4 | 0.4 | -5 | -10
CCN(CC(=O)NC1CCS(=O)(=O)C1)C(=O)c1cc(OC)c(OC)c(OC)c1 (centres undefined) | -4 | -0.7 | -5 | 16 | -1 | -17 | -14 | -3 | 0.8 | 1 | -11
CC(=O)Nc1ccc2oc(C)nc2c1 | 3 | 1.1 | 6 | 159 | 4 | -12 | -6 | -57 | 0.1 | 3 | 28
COc1cc(CN(C(=S)NCC(=O)O)C2CCCC2)cc(OC)c1OC | 1 | -1.2 | -5 | -9 | -1 | -5 | -2 | 7 | 1.5 | 0 | 0
O=C1CC(N2CCN(c3ccccn3)CC2)C(=O)N1c1ccc(Cl)cc1 (centres undefined) | 5 | 0.5 | -5 | -8 | -7 | -4 | 23 | 2 | -2.3 | 1 | -8
COc1ccccc1CNC(=O)COC(=O)c1ccc(C(=O)c2ccccc2)cc1 | -1 | 2.7 | 5 | 1 | -6 | 3 | -1 | 4 | 1.4 | 0 | -8
Cc1c2n(c3ccccc13)CCC2=O | -2 | -0.2 | -8 | 152 | 5 | -7 | 1 | 5 | 1.7 | -3 | -13
CCOC(=O)c1cnc2c(OC)cccc2c1Nc1ccc2c(c1)OCCO2 | -6 | -1.0 | -4 | -5 | 2 | -10 | 3 | -3 | -1.5 | -10 | -9
O=C(CC1C(=O)NCCN1CC1CCCCC1)NCc1cccc(F)c1F (centres undefined) | -1 | -1.3 | -12 | -10 | -10 | -8 | -1 | . | -1.3 | -10 | -22
CCC(=O)N1CCN(CCN=CC2=C(O)CC(C)(C)CC2=O)CC1 | -2 | -1.7 | -12 | 11 | 4 | -16 | 0 | -3 | 0.7 | 0 | -9
COc1ccc(C(=O)NNC(=O)CSc2nnc(-c3cccnc3)n2C)cc1 | 4 | 1.9 | 2 | 3 | -4 | 3 | -1 | 4 | 0.6 | 1 | -7
Cc1cccc(NC(=O)CSc2nnc(-c3ccco3)o2)c1 | -2 | 1.0 | 8 | 3 | 9 | -9 | -3 | 0 | 0.1 | -2 | 6
CCOC(=O)c1cc(C)n(-c2c(C)n(C)n(-c3ccccc3)c2=O)c1C | 0 | 0.8 | -19 | 11 | -3 | -14 | 0 | 11 | 0.7 | 4 | 2
Cc1ccc(C)c(NC(=O)COC(=O)Cn2c(C)csc2=O)c1 | -1 | -3.7 | 4 | -2 | 6 | 0 | -1 | 0 | -13 | -6 | -6
C=CCN(Cc1ccc(Cl)s1)C(=O)c1cc(S(=O)(=O)N2CCOCC2)ccc1F | -4 | -8.3 | -3 | -8 | -9 | -5 | -1 | -2 | 0.8 | -2 | -5
CCOc1cc(CNn2cn[nH]c2=S)cc(Cl)c1OCc1ccccc1F | 2 | -0.7 | 8 | 6 | -7 | 9 | 6 | 7 | 0.6 | 1 | -9
COc1ccc(-c2nc(-c3cccnc3)no2)cc1 | 5 | 2.0 | -5 | -8 | -17 | 29 | -1 | 6 | 0.3 | -3 | -9
CC[n+]1cc(C)ccc1/C=C/c1ccc(N(C)C)cc1 | -31 | 0.3 | 2 | -17 | -4 | 6 | 7 | 2 | -15 | -2 | 19
Cc1ccc(NC(=O)c2ccc(CSc3ccccn3)cc2)cc1 | -1 | -0.2 | -4 | 438 | -6 | 13 | -1 | 12 | 0.3 | -1 | -6
COc1cc(/C=C/C(=O)O)cc(S(=O)(=O)NC2CCCC2)c1OC | 3 | -0.9 | -1 | -25 | -2 | -5 | -3 | -1 | 0.2 | -3 | -30
Cc1ccc(C(=O)Nc2cccc(C(=O)O)c2)cc1S(=O)(=O)N1CCOCC1 | -2 | -1.5 | -4 | 3 | -2 | 8 | -1 | 1 | 0.7 | 2 | 15
Brc1ccc(-c2nnc(-c3ccccc3Br)o2)cc1 | -4 | 1.1 | -6 | 561 | 1 | 1 | . | 0 | -0.4 | 7 | -35
Cc1ccc(CN(C(=O)c2sc3ccccc3c2Cl)C2CCS(=O)(=O)C2)cc1 (centres undefined) | 3 | -0.1 | 9 | 7 | 1 | 0 | -1 | -1 | 0.4 | 3 | -9
O=C(CSc1nccc(=O)[nH]1)Nc1cc(C(F)(F)F)ccc1N1CCOCC1 | -2 | -1.3 | -4 | -16 | -7 | 8 | 0 | -4 | -1.1 | 3 | 0
CCC(CO)Oc1cc(NC(=O)c2ccccc2Cl)c2ncn(C(C)C)c2c1 (centres undefined) | 2 | 0.7 | -3 | -5 | 4 | 4 | . | 7 | -1.0 | -3 | -35
COc1cc(OC)cc(-c2c(-c3cccs3)c3cc(-c4ccc(OC)c(F)c4)ccc3n2C)c1 | -9 | 1.3 | 8 | 13 | -4 | -13 | . | 5 | 0.0 | 6 | -31
Cc1cc(C(=O)N2CCCC(Nc3ccc(F)cc3)C2)c(C)o1 (centres undefined) | 0 | 1.1 | 0 | -4 | 7 | 7 | 1 | 8 | 0.8 | 2 | -3
Cc1ccc(C)c(S(=O)(=O)N2CCN(C(=O)c3cccn3C)CC2)c1 | -1 | 4.7 | -6 | . | -4 | 5 | 5 | 4 | -1.1 | -2 | -4
